# High-throughput results deposited in PubChem by several laboratories.
# HSP90 refold inh – HSP90 inhibitors, primary screen, cell lysate, luminescence; Heat shock protein HSP 90 (rabbit reticulocyte lysate; luciferase refolding); Rabbit reticulocyte lysate, luciferase refolding luminescence, 3 h; inhibition, % at 5.6 µM; 290,000 tested, 0.91% active;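 active means inhibition above the screen-wide mean plus 3 SD, computed separately per campaign, cut at about 16% in these data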;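 further: 0% = DMSO wells and 100% = 60 µM geldanamycin wells; inhibitors lower the luminescence because luciferase stays unfolded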
# IEC-6 cytotox – cytotoxicity in IEC-6 intestinal epithelial cells, primary screen, cytotoxicity control for KLF5 inhibitor project, cell-based, luminescence; IEC-6 cytotoxicity, luminescence viability; inhibition, % at 5 µM; 290,000 tested, 0.78% active; AID 1825, 2009; in the data active means inhibition above about 22%;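 further: 0% = plate median of test compound wells and 100% = cytotoxic reference compound wells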
# GSK3B inh – human GSK3beta kinase inhibitors, primary screen, biochemical, cell-free homogeneous, HTS; 300,000 tested, 0.038% active; activity score (negative = inhibition), % at 10 µM; GST-GSK3beta kinase, ADP-Glo luminescence, 60 min; active compounds read low;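 active means more than half of replicate wells score below -50%, meaning over 50% inhibition versus plate controls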;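 further: 0% = median DMSO wells and -100% = median GW8510 positive control wells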
# Target sequence (P49841 whole entry, looked up): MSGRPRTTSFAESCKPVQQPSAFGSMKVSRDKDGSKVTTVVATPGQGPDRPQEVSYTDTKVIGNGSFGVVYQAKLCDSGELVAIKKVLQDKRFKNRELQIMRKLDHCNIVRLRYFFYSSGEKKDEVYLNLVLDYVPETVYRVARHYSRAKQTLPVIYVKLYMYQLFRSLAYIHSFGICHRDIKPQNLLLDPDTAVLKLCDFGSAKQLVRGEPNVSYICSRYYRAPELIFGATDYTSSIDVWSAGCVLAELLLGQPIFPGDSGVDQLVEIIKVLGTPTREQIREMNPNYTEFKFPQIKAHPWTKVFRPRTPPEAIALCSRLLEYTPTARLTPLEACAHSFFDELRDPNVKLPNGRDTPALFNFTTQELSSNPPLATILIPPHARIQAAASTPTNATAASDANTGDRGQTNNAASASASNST
#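 Assay system: GST-tagged human GSK3beta kinase, cell-free; Input: 1.6 ng GSK3beta; Medium: Tris/MgCl2 kinase buffer; Timing: 60 min enzyme reaction, room temperature; Signal: ADP-Glo luminescence quantifying ADP generated by kinase; Evaluation: score relative to plate controls; Benchmarks: DMSO neutral wells and GW8510 at 20 µM as positive.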
# HIF act – HIF pathway transcriptional activators, primary screen, cell-based, U2OS HRE-luciferase, luminescence | U2OS HRE-luciferase reporter; normalized: DMSO 0%, desferrioxamine 100% | activation, % at 7.5 µM (by protocol) | 300,000 tested, 0.32% active;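 active means mean activation of at least 10% of the iron chelator positive control signal, with at least half of replicates also reaching 10%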
# HSF1 activator – HSF-1 activators, primary screen, NIH3T3-HGL cells, MG132 stress, luminescence, single point; NIH3T3-HGL HSF-1 luciferase reporter, 8 h; 100% = twice DMSO control signal; activation, % at 9 µM; 300,000 tested, 1.7% active; AID 504408, 2011;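 active means mean replicate activation of at least 50% with a set share of replicates each reaching 50%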;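 further: 0% = median of the neutral control wells and 100% = twice that signal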
# HSF1 inhib – HSF1 inhibitors in luciferase reporter cells, primary screen, cell-based, NIH3T3, luminescence; NIH3T3-HGL HSE-luciferase, MG132-induced, luminescence 8 h; active compounds read low; activity change, negative = inhibition, % at 7.5 µM (by protocol); 300,000 tested, 0.77% active; AID 2098, 2009;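 active means more than half of replicate wells show activity change below -50%, luminescence cut by over half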;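 further: luciferase reports HSF-1 transcriptional activity via heat shock element; 0% = median of DMSO wells and -100% = zero luminescence signal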
# GSK3A inh – blockers of GSK3A enzyme activity – biochemical, luminescence, cell-free homogeneous, HTS, primary screen; 320,000 tested, 0.1% active; GSK-3 alpha kinase, ADP-Glo luminescence, 60 min; Glycogen synthase kinase-3 alpha (Homo sapiens), P49840; AID 2650, 2010; inhibition, % at 10 µM;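 in the data active means inhibition above about 50%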;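 further: GST-tagged GSK-3 alpha with peptide substrate and 25 µM ATP; 0% = DMSO neutral wells and 100% = GW8510 positive control wells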
# Target sequence (P49840 whole entry, looked up): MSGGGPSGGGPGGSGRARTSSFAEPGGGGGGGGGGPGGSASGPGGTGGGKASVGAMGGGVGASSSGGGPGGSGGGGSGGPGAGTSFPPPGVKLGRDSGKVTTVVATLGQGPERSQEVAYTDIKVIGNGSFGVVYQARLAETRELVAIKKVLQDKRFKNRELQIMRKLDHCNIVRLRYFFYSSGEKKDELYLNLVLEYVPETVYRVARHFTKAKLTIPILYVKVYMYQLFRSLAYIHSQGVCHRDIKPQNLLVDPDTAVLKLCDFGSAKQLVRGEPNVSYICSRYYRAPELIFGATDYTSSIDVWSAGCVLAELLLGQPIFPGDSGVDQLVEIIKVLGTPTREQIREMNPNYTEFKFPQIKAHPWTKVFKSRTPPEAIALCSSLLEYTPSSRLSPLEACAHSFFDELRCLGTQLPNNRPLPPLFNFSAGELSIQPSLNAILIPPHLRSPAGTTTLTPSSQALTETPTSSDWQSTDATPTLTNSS
# aSyn 5UTR inh – MLPCN primary screen, SNCA 5' untranslated region. alpha-synuclein 5'UTR reporter, inhibitor activity. inhibition, % (tested at 7.5 µM). 300,000 tested, 0.82% active. AID 1813, 2009; in the data active means inhibition above about 60%;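 further: H4 neuroglioblastoma cells stably carrying SNCA 5'UTR luciferase fusion; 0% = DMSO wells and 100% = positive control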
# KLF5 inh – KLF5 expression inhibitors, primary screen, DLD-1 cells, luminescence; 290,000 tested, 0.23% active; inhibition, % at 5 µM; DLD-1 KLF5 promoter-luciferase reporter;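 active means inhibition above a per-plate limit of that plate's mean compound inhibition plus 3 SD, cut at about 60% in these data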;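 further: 0% = DMSO wells and 100% = LY294002 at 200 µM; higher means less KLF5 promoter-driven luciferase light; inactives centre near -14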
# AI-2 QS modul – Vibrio harveyi AI-2 quorum sensing modulators, primary screen, JMH597 strain, luminescence/OD600 ratio; Vibrio harveyi JMH597 AI-2 luminescence/OD600 ratio, 9 h; active compounds read low; strain lacks LuxN and CqsS sensors; 0 = neutral-control median; activity change, % at 7.5 µM; 300,000 tested, 0.4% active; AID 2094, 2009; in the data active means activity change below about -75%, passing the limit was not always enough;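 further: luminescence divided by OD600 gain over 9 h not by final OD600 alone; inactives centre near 13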
# Numbers without * were called inactive; x = not tested or not shown.
SMILES,HSP90 refold inh,IEC-6 cytotox,GSK3B inh,HIF act,HSF1 activator,HSF1 inhib,GSK3A inh,aSyn 5UTR inh,KLF5 inh,AI-2 QS modul
COc1cccc(CN2CC(C(=O)NCCCn3cccn3)CCC2=O)c1 (stereo not drawn),3,4,1,0.1,10,1,0,3,-24,-9
COc1ccccc1OCC(=O)Nc1c2c(nn1-c1ccc(F)cc1)CS(=O)(=O)C2,-5,-4,-1,-0.3,-1,8,0,9,-15,20
N#Cc1nc(-c2ccc(OCc3ccccc3)cc2)oc1NCCCN1CCOCC1,-2,2,-3,0.3,0,17,-2,-16,-23,11
Cc1cccc(C(=O)Nc2nnc(S(=O)(=O)N3CCOCC3)s2)c1,-2,-2,6,0.2,-53,-36,-1,-11,-25,14
COc1ccc(-c2nnc(OCc3ccccc3)c3ccccc23)cc1,0,-3,0,0.1,16,0,-2,13,-10,1
NC(=S)Nc1c(Cl)cccc1Cl,3,0,1,0.0,13,-2,-2,10,-10,14
COc1ccc(OCC2CCCN(Cc3nc(CC4CC4)no3)C2)cc1 (stereo not drawn),-1,-12,1,0.1,16,16,-2,-35,2,12
CCCn1c(CN(C)Cc2ccccc2)nc2c1c(=O)n(C)c(=O)n2C,-4,-2,0,-0.3,-2,-4,-1,-7,-8,34
O=C(Nc1cc(Cl)ccc1N1CCOCC1)c1ccc2c(c1)OCCO2,2,-5,0,-0.6,13,1,2,-7,-31,15
Cc1nnc(Nc2ccc3c(c2)ncn3C)c2ccccc12,2,-2,1,0.1,-4,-4,-1,-59,-29,51
CC1CCN(c2ccccc2NC(=O)c2cc([N+](=O)[O-])ccc2N2CCOCC2)CC1,-4,-1,-1,-0.2,21,20,-1,24,-38,26
CC(=O)N[C@@H](Cc1ccc(O)cc1)CN1C(N)=NC[C@@H]1CC(C)C,-1,4,-6,-0.1,9,0,3,-13,-27,0
Cc1nn(-c2ccccc2)c(C)c1C(=O)OCC(=O)NC12CC3CC(CC(C3)C1)C2,1,3,-2,-0.1,40,20,-2,19,-30,15
CCOC(=O)COc1ccccc1/C=C1/NC(=O)NC1=O,-1,2,-4,-0.2,-3,7,2,-2,-14,15
COc1ccc(C(CC(=O)O)NS(=O)(=O)c2ccc(C)cc2)cc1 (stereo not drawn),4,3,0,-0.2,0,-4,-6,13,-14,9
NC(=O)c1ccsc1NC(=O)CSc1nnc2ccccn12,3,1,-1,0.4,-1,-8,0,-9,-47,-1
O=C(Nc1ccc(S(=O)(=O)N2CCCCC2c2cccnc2)cc1)c1ccccc1F (stereo not drawn),-1,0,-2,-0.1,-2,-5,x,2,-16,16
O=c1cc(O)n(C2CCCCCC2)c(=O)[nH]1,6,4,1,0.6,5,-5,-3,-6,-9,5
O=[N+]([O-])c1ccccc1S(=O)(=O)Nc1ccc(-c2ccc(N3CCOCC3)nn2)cc1,x,x,1,1.2,12,2,x,-46,x,18
Cc1c(S(=O)(=O)N2CCN(c3cccc(C(F)(F)F)c3)CC2)c(=O)n(C)c(=O)n1C,2,-1,1,-0.2,0,-3,-1,-20,-20,44
O=C(COC(=O)CCc1nc2ccccc2c(=O)[nH]1)NC1CCS(=O)(=O)C1 (stereo not drawn),-2,-6,0,0.0,-14,0,-3,-12,-29,15
CC(C(=O)Nc1cccc([N+](=O)[O-])c1)n1nnc2ccccc21 (stereo not drawn),-2,-9,3,-0.3,2,-3,0,33,-25,13
CCC(C(=O)NC(C)(C)C)N(Cc1ccc(F)cc1)C(=O)c1snc(C(N)=O)c1N (stereo not drawn),0,-2,0,-18,-77,-67*,4,-5,-8,28
Cc1occc1C(=O)N1CCN(c2ncccn2)CC1,-1,-1,-1,0.0,14,-8,0,-2,-15,27
CC1(C)SC2c3ccccc3C(=O)N2[C@@H]1C(=O)NC1CC1 (stereo partly drawn),0,5,-1,-1.2,-14,-9,10,7,-14,14
CC(OC(=O)c1ccco1)C(=O)NCc1ccc2c(c1)OCO2 (stereo not drawn),-1,-5,0,-0.2,28,3,-2,10,-14,32
COC(=O)C(CC(=O)c1ccc(C)cc1)n1cccn1 (stereo not drawn),1,-3,2,0.0,1,-9,-1,8,-28,9
O=C(Cc1ccc(Br)cc1)N1CCCC1,3,0,-5,-0.7,5,-7,-1,-9,-27,4
Cc1cc(C)cc(NC(=S)NCC2CCN(C(C)c3ccccc3)C2)c1 (stereo not drawn),1,3,-3,0.4,-4,-9,1,-2,-10,18
O=C(c1cccs1)N1CCN=C1SCc1cccc(F)c1,2,0,1,0.1,-1,-10,0,-12,-10,11
COc1cc(C(=O)Nc2ccc(S(=O)(=O)N(C)c3ccccc3)cc2)cc(OC)c1OC,-5,-1,1,0.2,102*,49,2,26,-4,5
O=C(C1CCN(Cc2ccc(F)cc2)CC1)N1CCN(C/C=C/c2ccccc2)CC1,-3,-6,2,0.1,0,-15,0,13,-19,15
COc1ccc(N2CCN(CCNC(=O)Nc3ccc(C)cc3Cl)CC2)cc1,1,0,0,-28,-4,-11,3,25,-42,-4
CC(C)CNS(=O)(=O)c1cc(C(=O)OCC(=O)N2CCOCC2)c(Cl)cc1Cl,-3,-10,-1,0.0,0,-7,-4,-2,-24,32
O=C(O)/C=C/C(=O)Nc1ccc(OC(F)(F)F)cc1Br,1,0,3,-0.4,22,1,-1,-6,-5,2
Cn1c2c(c(=O)[nH]c1=O)C(NC(=O)c1ccco1)(C(F)(F)F)C(=O)N2 (stereo not drawn),-6,-4,x,x,x,x,2,x,-12,x

# Two entries from above, with each value named.
CCOC(=O)COc1ccccc1/C=C1/NC(=O)NC1=O
  HSP90 refold inh: -1
  IEC-6 cytotox: 2
  GSK3B inh: -4
  HIF act: -0.2
  HSF1 activator: -3
  HSF1 inhib: 7
  GSK3A inh: 2
  aSyn 5UTR inh: -2
  KLF5 inh: -14
  AI-2 QS modul: 15

CCC(C(=O)NC(C)(C)C)N(Cc1ccc(F)cc1)C(=O)c1snc(C(N)=O)c1N (stereo not drawn)
  HSP90 refold inh: 0
  IEC-6 cytotox: -2
  GSK3B inh: 0
  HIF act: -18
  HSF1 activator: -77
  HSF1 inhib: -67*
  GSK3A inh: 4
  aSyn 5UTR inh: -5
  KLF5 inh: -8
  AI-2 QS modul: 28

# Remaining list, next part:
SMILES,HSP90 refold inh,IEC-6 cytotox,GSK3B inh,HIF act,HSF1 activator,HSF1 inhib,GSK3A inh,aSyn 5UTR inh,KLF5 inh,AI-2 QS modul
CC1(C)CC(=O)C(C=NCc2ccccn2)=C(O)C1,-4,-4,3,-0.5,5,-10,0,-3,-18,3
O=C(CCCn1c(SCc2ccccc2F)nc2ccccc2c1=O)NCC1CCCO1 (stereo not drawn),1,5,2,0.1,-2,6,-4,-30,4,29
CN(C)CCNc1ncnc2sc(-c3ccccc3)cc12,1,8,1,0.7,8,3,7,-39,-36,9
Cc1cccc(NS(=O)(=O)c2ccc(C(C)(C)C)cc2)n1,-1,3,0,-10,13,11,-3,3,-60,8
Oc1ccc(C=NCC2COc3ccccc3O2)cc1 (stereo not drawn),-5,-2,0,-0.5,-6,5,-2,9,-36,3
CC(C)(SC(=S)N1CCOCC1)C(=O)O,-1,2,-2,0.0,-4,-2,x,2,-7,24
O=C(c1ccco1)N1CCN(C(=O)c2cccs2)CC1,2,-4,-4,x,-11,-8,-2,-2,-28,8
c1ccc(Nc2nnc(-c3cccnc3)s2)cc1,15,1,6,-8.9,25,9,0,-48,-103,16
CS(=O)Cc1cc(Sc2ccccc2)nc(-c2ccncc2)n1 (stereo not drawn),0,0,-7,0.1,x,x,12,7,-4,6
CC(=O)c1cccc(NS(=O)(=O)c2ccc(-c3cc(C)no3)s2)c1,-2,5,3,44*,9,-4,-3,-3,-5,25
O=C(Nc1ccc(F)cc1F)N1CCCN(CCOc2ccccc2)CC1,-2,-1,-5,0.3,10,2,-1,-24,-26,18
CCc1cc(-c2n[nH]c(=S)n2CC(C)C)cs1,1,6,1,-0.2,2,-7,-1,4,2,-2
Cc1c(C(=O)NC2=NCCS2)oc2ccccc12,13,12,-15,-0.3,17,6,-4,-62,-131,22
Cc1nnc(SCc2nc3sc(C(=O)O)c(C)c3c(=O)[nH]2)s1,-1,-17,-16,-0.2,26,7,0,6,-32,-13
COc1ccc(C(=O)Oc2ccc(Br)cc2C(=S)N2CCOCC2)cc1,6,2,-2,-0.1,-4,-2,0,4,14,11
CSc1ccc(/C=C/c2ccc3cccc(O)c3n2)cc1,9,-3,0,2.5,37,23,-5,-52,-36,10
Cc1ccccc1N1CCN(CCCN2C(=O)C3CCCCN3C2=O)CC1 (stereo not drawn),-4,1,0,-3.0,7,2,-7,-15,-40,25
CCOCCCNC(=O)CCn1nc(-c2ccc(Cl)cc2)ccc1=O,-6,-5,-3,0.0,-6,2,-2,7,-17,10
O=S(=O)(c1ccccc1)[C@@]1(c2ccccc2)C[C@@H]2ON=C(c3cccc(-c4ccccc4)c3)[C@@H]2C1,x,x,1,-0.7,-13,-1,2,34,x,23
Cc1nn(CCO)c2nc(-c3cccs3)cc(C(F)(F)F)c12,-3,-4,2,0.1,-41,-21,-2,4,-12,54
CN(c1cccc(Cl)c1)S(=O)(=O)c1cccc(C(=O)NC2=NCCS2)c1,1,-3,5,0.4,-10,7,-3,-17,-7,0
CSc1nc(-c2ccco2)nn1C(=O)c1cccs1,-5,-8,-2,-29,-37,-30,-2,4,-18,-15
Cc1cccc(NC(=O)CN2CCCCCC2)c1,5,3,-1,0.3,-5,-1,1,-13,-32,3
O=C1CC(N2CCN(c3ccc(O)cc3)CC2)C(=O)N1Cc1cccs1 (stereo not drawn),-6,-6,x,x,x,x,-5,x,-31,x
O=C(Nc1ccc(N2CCOCC2)nc1)c1c(F)cccc1F,1,-3,-4,1.3,35,7,1,-91,-98,-5
CC1(c2ccc3noc(-c4ccccc4)c3c2)OCCO1,-1,0,-2,0.1,18,4,-1,-13,-4,24
NC(=O)Nc1ccccc1C(=O)Nc1ccc2ccccc2c1,-5,1,-2,0.6,4,-1,8,-2,-30,1
COc1ccc(-c2nc3ccccc3c(=O)n2NC(=O)c2cccnc2Cl)cc1OC,-1,2,1,-0.3,4,-4,-1,18,-1,24
CS(=O)(=O)c1ccc(C(=O)Nc2ccc(N3CCOCC3)cc2)c(Cl)c1,-3,-4,3,-0.3,12,-2,-3,-3,3,11
Cc1ccc(C)c(OCC(=O)N2CCOCC2)c1,0,-1,0,0.0,5,3,1,2,-23,16
COc1cccc(CSc2nc3sc(C)c(C)c3c(=O)n2Cc2ccco2)c1,2,-1,2,-0.1,20,9,-2,22,-15,10
Cc1cc(C)c(C)c(OCCCOc2cccc3cccnc23)c1,0,5,-1,0.5,-5,-5,-2,0,29,14
